Compound activity from PubChem.
West Nile virus CPE: inhibition of WNV-induced cytopathic effect – cell-based, CPE readout (AID 1621) | West Nile virus-infected cells, CPE inhibition; higher % means a stronger effect | CPE inhibition, % at 10 µM, or IC50 in µM where a hit was titrated | hit rate 0.02% among 290,000; in the data active means a potency from the dose series; inconclusive means CPE inhibition mostly from about 3.7% at the one dose, without a potency; inactive means the rest, 99 in 100 with CPE inhibition below about 2.2%; further: strong numbers were not always called active
P. falciparum M17LAP: P. falciparum M17LAP inhibitors, primary screen, biochemical, fluorogenic H-Leu-NHMec substrate, 1536-well (AID 1619). hit rate 0.38% among 220,000. recombinant M17LAP, H-Leu-NHMec fluorogenic kinetic assay; higher % means a stronger effect. inhibition, % at 30 µM, or IC50 in µM where a hit was titrated;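 active means compound inhibiting the enzyme by more than half at any dose during confirmatory dose-response retesting; inconclusive means strong single-dose inhibitors picked by rank but not retested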;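 further: plate controls were full reaction with DMSO carrier for no effect and no enzyme background for full effect; strong numbers were not always called active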
PMI inhibition: human PMI inhibitors, high substrate, primary screen, biochemical, fluorescence intensity, high mannose 6-phosphate (AID 1220). recombinant PMI enzyme, coupled fluorescence intensity; higher % means a stronger effect. one-dose inhibition, % at 20 µM; IC50 in µM for titrated hits. hit rate 0.66% among 190,000
P. falciparum M1AAP: malaria alanyl aminopeptidase activity blockers – biochemical, fluorogenic H-Leu-NHMec substrate, 1536-well (AID 1445). recombinant M1AAP, H-Leu-NHMec fluorogenic kinetic assay; higher % means a stronger effect. one-dose inhibition, % at 30 µM; IC50 in µM for titrated hits. hit rate 0.42% among 220,000;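 active means primary inhibition above the hit cutoff, then over 50% inhibition at one or more dose response concentrations, cut at about 23% in these data, passing the limit was not always enough; inconclusive means conflicting primary data, or primary hits not chosen for dose response; inactive means low primary inhibition, or under 50% at every dose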;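 further: plate controls were DMSO full reaction for no effect and no enzyme background for full effect; strong numbers were not always called active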
human PMI inhibition: MPI enzyme activity inhibition – biochemical, fluorescence intensity, coupled assay, primary screen (AID 1209) | inhibition, % at 20 µM; hits with a dose series show IC50 in µM | hit rate 0.42% among 190,000 | purified PMI enzyme, coupled fluorescence intensity; higher % means a stronger effect;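 further: plate controls were DMSO vehicle for no effect and wells lacking substrate for full effect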
T cell HTS: modulates CD8 T cell binding to vesicles; 2C CD8+ T cell-vesicle binding, flow cytometry; hits give low values; calls only at 7 µM; hit rate 0.068% among 330,000;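 active means response, share of CD8 T cells binding vesicles, and their 90th percentile fluorescence all below set limits, cut at about 80% in these data, passing the limit was not always enough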
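Benchmarks: naked versus QL9-loaded vesicles / Assay system: purified 2C TCR transgenic mouse naive CD8+ T cells / Technique: high-throughput flow cytometry with anti-B7-1 and anti-CD8 staining / Timing: Cell–vesicle co-incubation 1.5 h at 37 °C, staining 20 min on ice / Read-out: percent CD8+ FL2 mean versus row control / Probe or stimulus: QL9-loaded Drosophila micro-vesicles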
TNAP activation fold: human TNAP enzyme activators, primary screen, biochemical, luminescent, no phosphate acceptor, uHTS (AID 1001). purified TNAP, luminescent activation assay, no phosphate acceptor; higher activation fold means a stronger effect. activation fold at 20 µM, or EC50 in µM where a hit was titrated. hit rate 0.03% among 200,000; in the data active means activation fold from about 3, or a potency from the dose series; inactive means the rest, 99 in 100 with activation fold below about 1.6; further: many of its hits are not listed in these tables
RSV CPE inhibition: RSV antiviral activity via CPE protection, HEp-2 cells, primary 10 µM value included (AID 2391). HEp-2 cells, RSV-induced CPE inhibition; higher % means a stronger effect. CPE inhibition, % at 10 µM; hits with a dose series show IC50 in µM. hit rate 0.13% among 310,000; in the data active means a potency from the dose series; inconclusive means CPE inhibition mostly from about 23% at the one dose, without a potency; inactive means the rest, 99 in 100 with CPE inhibition below about 21%; further: strong numbers were not always called active
K1F lysis inhibition: protection from phage-mediated lysis, alamar blue read-out – E. coli UTI89, K1F phage, bacterial capsule biogenesis inhibitors (AID 488966); inhibition, % at 100 µM; hits with a dose series show IC50 in µM; hit rate 0.02% among 340,000; E. coli UTI89 K1F phage lysis, alamar blue, 2 h; higher % means a stronger effect;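 active means phage lysis inhibition, versus mean bacterial control, above a set limit; inconclusive means no clear call, values can overlap the other calls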;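 further: capsule biogenesis inhibitors block K1F phage lysis so surviving cells raise fluorescence; higher fluorescence means more inhibition of phage lysis; actives were called in the ten point dose series up to 300 µM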
T cell HTS vesicle-bound %: second read-out of T cell HTS, no call of its own (marks repeat the call); double positive events, %; measured here: CD8+ vesicle-bound cell fraction;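 binding gate set so that unloaded-vesicle control wells show 10% double positive cells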
Active calls of the source: *; i = inactive; ? = inconclusive; . = not tested or not shown; [ ] = another dose, or the depositor's remark. Unless noted, no stated cut-off is given here; in the data, active means inhibition above about 50%; inactive means the rest.

SMILES	West Nile virus CPE	P. falciparum M17LAP	PMI inhibition	P. falciparum M1AAP	human PMI inhibition	T cell HTS	T cell HTS vesicle-bound %	TNAP activation fold	RSV CPE inhibition	K1F lysis inhibition
CC(C)c1ccccc1NC1=CC(=O)CC(C)(C)C1	-0.3%	9%	-4%	-2%	-7%	i	35	1.1	0.9%	6.5%
CCOCC(=O)Nc1nnc(Cc2ccc(OC)c(OC)c2)s1	-0.2%	4%	15%	7%	5%	i	36	1.1	0.2%	0.8%
CCN(CC)C(=O)N1CCN(S(=O)(=O)c2c(C)cc(C)cc2C)CC1	-0.3%	6%	.	-2%	.	i	45	1	6.0%	0.0%
CC(=O)c1c(C)[nH]c(C(=O)Nc2cccc(C(F)(F)F)c2)c1C	-1.4%	.	.	.	.	i	50	.	4.0%	-0.4%
COC(=O)c1ccc(Cn2nnc3c(=O)[nH]c(C4CCCN(S(=O)(=O)c5ccccc5Cl)C4)nc32)cc1 (stereo not drawn)	-0.4%	.	.	.	.	i	7	.	2.6%	0.3%
COc1cccc(-c2nc(SC)nc3sc(C(=O)NC(C)(C)C)c(N)c23)c1	1.7%	.	.	.	.	i	16	.	2.5%	0.3%
COc1ccc(NC(=O)NCCN2C(=O)C3C4C=CC(C4)C3C2=O)cc1 (stereo not drawn)	0.1%	34%	14%	2%	20%	i	34	1.1	0.1%	5.4%
C=CCn1c(SCC(=O)N2CCCC2)nc2cc(C(=O)NCC3CCCO3)ccc2c1=O (stereo not drawn)	1.9%	-2%	-3%	2%	0%	i	14	1.1	0.6%	6.0%
CCc1csc(CCNC(=O)C2CCC(=O)N(Cc3ccccc3F)C2)n1 (stereo not drawn)	-0.5%	.	.	.	.	i	70	.	0.7%	1.9%
C/C(CC(=O)Nc1cccc(Br)c1)=N\NC(=O)c1ccc(O)cc1O	-0.5%	.	.	.	.	i	17	.	-0.5%	0.1%
CC(=O)Nc1ccc2nc(NC(=O)CCc3ccccc3)sc2c1	-0.2%	4%	-3%	-1%	-2%	i	51	1.1	1.0%	-0.2%
COc1ccc(-n2nnnc2SC(C)C(=O)NCC(=O)Nc2ccc(F)c(F)c2F)cc1 (stereo not drawn)	-0.9%	6%	2%	0%	8%	i	54	1.1	3.1%	1.7%
Nn1c(SCc2ccccc2)nnc1C1CCCCC1	0.2%	3%	.	-3%	.	i	21	.	.	-0.6%
CCN(CC)CCNC(=O)c1ccc2c(c1NCCO)C(=O)c1ccccc1C2=O	3.2%	9%	.	2%	.	i	29	.	-2.1%	.
CN1CCN(c2ccc(S(=O)(=O)N3CCCCC3)cc2NC(=O)c2ccc(F)cc2F)CC1	1.1%	-10%	13%	4%	4%	i	53	1.1	-0.1%	2.4%[50 µM]
O=C(COCc1cc(-c2ccc3c(c2)OCO3)on1)N1CCN(c2ccc(F)cc2)CC1	-0.3%	.	.	.	.	i	38	.	5.2%	0.8%
CC(C)NCC(O)COc1ccc(CC(N)=O)cc1 (stereo not drawn)	0.2%	-10%	-8%	0%	-12%	i	15	1.1	0.0%	2.0%
Cc1cc(C)c(S(=O)(=O)Nc2ncn[nH]2)cc1C	0.1%	.	.	.	.	i	15	.	1.6%	0.1%
O=C(CN1CCN(S(=O)(=O)c2ccccc2)CC1)NC(=O)NC1CCCCC1	-0.7%	0%	12%	11%	14%	i	42	1	0.2%	0.0%
COc1ccccc1NC(=O)N(CCCN1CCOCC1)Cc1cc2cc3c(cc2[nH]c1=O)OCO3	0.0%	.	7%	.	5%	i	52	1	1.2%	0.7%
O=C(Cn1c(=O)oc2ccccc21)Nc1nc(-c2ccc(Br)cc2)cs1	-0.3%	-5%	-17%	5%	-13%	i	52	1.2	2.0%	2.2%
S=c1[nH]nc(Nc2cccc3ccccc23)s1	0.1%	4%	.	9%	.	i	48	.	2.3%	.
CC(NCc1cccc(OCc2ccccc2)c1)C(O)c1ccccc1 (stereo not drawn)	-1.4%	7%	-5%	3%	-6%	i	38	1.1	-3.0%	-0.1%
O=C(Cc1cc(=O)[nH][nH]1)N/N=C/c1c(F)cccc1Cl	-0.4%	7%	-13%	15%	-10%	i	62	1.1	1.8%	0.3%
O=C(Nc1ccc(Br)cn1)c1cccc(-c2cc3ccccc3oc2=O)c1	-0.3%	-3%	-18%	10%	-6%	i	49	1	0.7%	0.6%
O=C(NCCc1ccncc1)C12CC3CC(CC(C3)C1)C2	-1.2%	-4%	-3%	-4%	2%	i	40	0.9	0.7%	0.3%
Cc1cc(OCC(=O)Nc2ccc3oc(-c4ccncc4)nc3c2)ccc1Cl	?	-4%	-3%	3%	8%	i	46	1	1.6%	0.2%
O=C(NCc1ccccc1)C(c1cccnc1)N(C(=O)c1csnn1)c1ccc(F)cc1 (stereo not drawn)	-0.2%	.	.	.	.	i	21	.	0.8%	-0.1%
O=C(O)c1cccnc1Oc1ccccc1	.	-1%	-9%	0%	-12%	i	14	1.1	2.5%	1.3%
Cc1cc(Br)cn2cc(C(=O)O)nc12	0.6%	18%	-1%	10%	-1%	i	57	1.1	1.8%	-0.7%
COc1ccc(OCC(=O)Nn2c(-c3cccc(OC)c3)nc3ccccc3c2=O)cc1	-0.3%	4%	14%	11%	13%	i	48	1	0.0%	1.2%
O=C(COC(=O)c1ccc(Cl)c(S(=O)(=O)N2CCCCCC2)c1)Nc1ccccc1	-0.1%	11%	5%	6%	28%	i	41	1	0.1%	4.0%
COc1ccc(OC)c(NC(=O)c2ccc(CSc3ncccn3)cc2)c1	-1.1%	7%	7%	4%	13%	i	31	1	2.1%	0.1%
C/C(=N\NC(=O)COc1ccc(C#N)cc1)c1ccccc1OC(F)F	-0.6%	-7%	4%	2%	1%	i	4	1.1	3.9%	1.1%[50 µM]
Cc1cc(C)cc(NC(=O)c2ccc3nc[nH]c3c2)c1	0.4%	-4%	0%	7%	-6%	i	42	1.3	1.6%	0.2%
O=C(NCCc1ccccc1)C1CCN(S(=O)(=O)c2ccc(Br)s2)CC1	-0.8%	6%	5%	0%	10%	i	27	1	1.5%	0.4%

The closing 2 records of the part above lead into the next:
SMILES	West Nile virus CPE	P. falciparum M17LAP	PMI inhibition	P. falciparum M1AAP	human PMI inhibition	T cell HTS	T cell HTS vesicle-bound %	TNAP activation fold	RSV CPE inhibition	K1F lysis inhibition
Cc1cc(C)cc(NC(=O)c2ccc3nc[nH]c3c2)c1	0.4%	-4%	0%	7%	-6%	i	42	1.3	1.6%	0.2%
O=C(NCCc1ccccc1)C1CCN(S(=O)(=O)c2ccc(Br)s2)CC1	-0.8%	6%	5%	0%	10%	i	27	1	1.5%	0.4%
c1ccc(-c2csc3ncnc(NCC4COc5ccccc5O4)c23)cc1 (stereo not drawn)	2.5%	9%	12%	-1%	12%	i	25	1.1	0.4%	6.0%
CC1=NNC(=O)/C1=C\c1cn(-c2ccccc2)nc1-c1ccc(F)cc1	-1.5%	1%	22%	1%	14%	.	.	1.2	.	0.1%
COc1ccc(NC(=O)COC(=O)c2cnccn2)cc1Cl	-0.2%	8%	-8%	0%	0%	i	26	1.1	-0.2%	0.1%
CC(C)(O)C#Cc1ccc(C(=O)Nc2ccc3c(c2)OCO3)s1	-0.3%	.	.	.	.	i	48	.	10%	0.2%
COc1ccc(Oc2cnn(-c3ccccc3)c(=O)c2Br)cc1	-0.5%	4%	15%	7%	15%	i	36	1	3.9%	5.9%
COc1cccc(N2CCN(C(=O)CCc3nnc4ccc(N5CCCC5)nn34)CC2)c1	0.6%	.	.	.	.	i	22	.	-0.5%	0.3%
CCOC(=O)C1=C(N)N(c2ccccc2Oc2ccccc2)C(=O)C1	-0.2%	-11%	-2%	1%	-2%	i	28	1.1	-0.4%	0.1%
CC(=O)Nc1ccc(NC(=O)CSc2ccc(C(F)(F)F)cc2[N+](=O)[O-])cc1	0.3%	1%	-11%	1%	-6%	i	6	1.1	-0.2%	0.2%
CCOC(=O)c1c(-c2ccc(C)o2)csc1NC(=S)NC(=O)c1ccccc1Br	0.2%	-2%	12%	5%	15%	.	.	1.1	12%	0.5%
CCc1ccc(NS(=O)(=O)c2ccc3c(c2)CCN3C(=O)CCC(=O)O)cc1	1.1%	.	.	.	.	i	33	.	1.5%	0.3%
CCc1cc(C(=O)N2CCc3c([nH]c4ccccc34)C2c2ccc(OC)cc2F)no1 (stereo not drawn)	19%	0%	10%	-1%	11%	i	48	1.1	9.5%	-1.0%
CCCOn1nnnc1-c1ccccc1	0.4%	3%	-4%	1%	7%	i	43	1	-0.2%	0.3%
COc1cc(/C=N/NC(=O)c2cc(-c3ccccc3)sc2N)cc(OC)c1OC	1.5%	1%	.	9%	.	i	38	.	.	.
Cc1cccc(Nc2nc3c(c(=O)n(C)c(=O)n3C)n2Cc2ccccc2)c1	-0.5%	7%	1%	-3%	2%	.	.	1.1	.	0.4%
Cn1ncc([N+](=O)[O-])c1C(=O)NCc1ccccc1	-0.5%	0%	.	1%	.	i	36	.	0.6%	0.8%
COc1cccc(N(C(=O)c2nc3nccc(C)n3n2)c2nc3ccccc3s2)c1	-0.7%	9%	0%	9%	10%	i	14	1.1	5.6%	-0.2%
CCCCn1c(=O)c(Cc2ccccc2)c(O)c2ccccc21	.	-1%	9%	-2%	7%	i	27	1.1	0.5%	1.8%
CCN(C(=O)Cn1c(=O)oc2cc(S(=O)(=O)N3CCCC3)ccc21)c1ccc(OC)cc1	-0.3%	.	.	.	.	i	26	.	-0.2%	-1.5%
CCOc1ccc(OCC)c(NC(=O)Nc2ccc3c(c2)N(C)C(=O)CS3)c1	0.6%	-4%	20%	-1%	22%	i	41	1.3	3.6%	0.8%
O=C(COc1ccc(Cl)cc1)NNC(=S)NCc1ccccc1	-0.2%	.	.	.	.	i	23	.	11%	-0.3%
CCn1c(SCC(=O)c2cc(OC)ccc2OC)nnc1C(C)C	0.1%	-5%	16%	8%	-5%	i	44	1.1	0.8%	-1.8%
O=C(N/N=C/c1c[nH]c2ccccc12)c1ccc(O)c(O)c1	-1.1%	.	.	.	.	i	11	.	-1.7%	0.6%
Cc1ccc(-c2c(C)n([O-])c3c([n+]2=O)CCC3)cc1	0.0%	11%	6%	5%	-2%	i	16	1	1.2%	2.2%[50 µM]
